Assay outcomes as filed in PubChem BioAssay.
NLRP3 yeast inh – NALP3 inflammasome inhibitors in reconstituted yeast, primary screen, luminescence, uHTS; Yeast reconstituted NLRP3/ASC/caspase-1, beta-gal luminescence, 24 h; inhibition, % at 10 µM; 330,000 compounds, 0.39% hits; AID 2825, 2010;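 active means inhibition of 50% or more; inactive means inhibition below 50%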;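 further: plate controls were induced DMSO wells for no effect and uninduced yeast grown without galactose for full effect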
MPTP inh – mitochondrial permeability transition pore inhibitors, primary screen, biochemical, isolated mouse mitochondria, absorbance. Ca2+ swelling absorbance, 30 min. inhibition, % at 10 µM. 360,000 compounds, 1.4% hits;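 active means inhibition of 50% or more, scaled per plate between neutral and stimulator controls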;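 further: 0% = DMSO wells given calcium and 100% = 1 mM EGTA wells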
TIM10 inh – growth inhibitors of isogenic TIM10 control yeast, primary screen, counter-screen for tim10-1 yeast inhibitor project, luminescence, uHTS; S. cerevisiae TIM10 strain growth, BacTiter-Glo luminescence, 24 h; inhibition, % at 10 µM; 330,000 compounds, 1.4% hits; AID 463195, 2010;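 active means inhibition of 40% or more at the single tested concentration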;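 further: wild-type TIM10 isogenic control strain grown at permissive 25 °C; 0% = DMSO yeast wells and 100% = minimal medium wells without yeast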
tim23-1 inh – growth inhibitors of tim23-1 mutant yeast, primary screen, luminescence, uHTS; AID 463212, 2010; 330,000 compounds, 1.3% hits; inhibition, % at 20 µM; S. cerevisiae tim23-1 growth, BacTiter-Glo luminescence, 24 h;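 active means growth inhibition of the mutant yeast at or above 50%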;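 further: temperature-sensitive mutant grown at 25 °C; plate controls were DMSO-treated mutant yeast for no effect and medium wells lacking yeast for full effect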
APJ ag – agonists of human apelin receptor APJ, primary screen, CHO-K1 cells, PathHunter beta-arrestin, luminescence; activation, % at 20 µM; P35414; 0% DMSO wells, 100% apelin; 330,000 compounds, 0.11% hits; AID 2520, 2010;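 active means activation more than six SD over the plate average, tested at 20 µM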;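 further: 0% = DMSO alone and 100% = apelin-13 at 10 nM; some results filed as inactive read as strong as hits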
Target sequence (P35414 whole entry, looked up): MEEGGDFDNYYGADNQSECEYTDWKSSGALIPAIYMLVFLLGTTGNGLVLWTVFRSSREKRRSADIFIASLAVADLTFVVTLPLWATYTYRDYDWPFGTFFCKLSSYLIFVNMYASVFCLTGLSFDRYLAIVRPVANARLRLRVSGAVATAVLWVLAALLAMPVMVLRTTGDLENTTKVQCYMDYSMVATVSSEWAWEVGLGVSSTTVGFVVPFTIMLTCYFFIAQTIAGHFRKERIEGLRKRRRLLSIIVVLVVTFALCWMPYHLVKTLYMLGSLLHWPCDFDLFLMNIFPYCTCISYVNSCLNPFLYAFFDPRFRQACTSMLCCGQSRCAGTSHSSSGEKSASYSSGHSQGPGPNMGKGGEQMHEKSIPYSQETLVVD
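Assay system: engineered CHO-K1 APJ arrestin reporter cells; Amount: 1000 CHO-K1 reporter cells seeded per well; Dosing: one dose, 20 µM compound, 1% DMSO; Times: compound stimulation 90 min at 25 °C, detection 60 min; Measured by: luminescent beta-gal fragment complementation, chemiluminescent substrate; Read-out: APJ–arrestin association signal; Controls: DMSO vs Apelin-13 10 nM.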
GRIN3A LBD mod – binders of NR3A ligand-binding domain, primary screen, biophysical, differential scanning fluorimetry, uHTS; 340,000 compounds, 2.5% hits; NR3A LBD differential scanning fluorimetry, Tm shift; 0% = protein alone, 100% = glycine-bound protein; Glutamate receptor ionotropic, NMDA 3A (GRIN3A) ligand-binding domain; Tm shift relative to glycine control, % at 25 µM;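 active means melting temperature shift of at least 10% of the positive control shift, at one fixed dose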
MIN6 prolif – inducers of MIN6 beta-cell proliferation, primary screen, ATP luminescence, uHTS; MIN6 cells proliferation, ATPlite luminescence, 48 h; cells starved in 0.2% serum; 100% = growth in 10% serum; proliferation, % at 10 µM; 330,000 compounds, 0.29% hits; AID 2380, 2010;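 active means compounds whose signal lies at least 3.5 SD above the mean of all wells on their plate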;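 further: 0% = DMSO-treated cells in low-serum medium and 100% = 10% serum control; some compounds called inactive have numbers as strong as hits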
APJ antag – antagonists of human apelin receptor APJ, primary screen, CHO-K1 cells, beta-arrestin complementation, luminescence | P35414 | inhibition, % at 20 µM | 330,000 compounds, 0.32% hits;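 active means inhibition above about 40% at 20 µM, limit read from the data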;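 further: cells challenged with 10 nM apelin-13 agonist together with compound; plate controls were apelin-13 plus DMSO wells for no effect and DMSO wells lacking apelin-13 for full effect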
tim10-1 inh – growth inhibitors of tim10-1 mutant yeast, primary screen, luminescence, uHTS; S. cerevisiae tim10-1 ts strain growth, BacTiter-Glo, 24 h; inhibition, % at 20 µM; 330,000 compounds, 2.2% hits;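 active means inhibition of at least 40%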;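 further: mutant grown at 25 °C; 0% = DMSO wells with yeast and 100% = wells holding no yeast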
Numbers without * were called inactive; . = no result given. Outcome played no part in choosing rows. About 7.2% of those tested had a hit in this group.

SMILES | NLRP3 yeast inh | MPTP inh | TIM10 inh | tim23-1 inh | APJ ag | GRIN3A LBD mod | MIN6 prolif | APJ antag | tim10-1 inh
CNC(=O)COC(=O)/C=C/c1cn(-c2ccccc2)nc1-c1ccc2c(c1)OCCO2 | 2 | -2.7 | 21 | 11 | 1 | 0 | -3 | 5 | 41*
COc1ccc(NC(=O)CC(c2ccc(F)cc2)c2ccc(OC)cc2)cc1 (centres undefined) | 4 | 2.2 | 6 | 2 | -3 | -8 | 0 | -9 | 2
CCN=C1SC(CC(=O)NC2CCCCC2)C(=O)N1CC (centres undefined) | 26 | 1.6 | 10 | 4 | 0 | -1 | -1 | 14 | 10
O=C(CN(c1ccc(F)cc1)S(=O)(=O)c1ccccc1)Nc1ccccc1C(=O)O | -13 | -1.6 | 3 | 10 | 2 | 2 | -3 | 10 | 18
CCOc1ccc(S(=O)(=O)NCCC(=O)N2CC=C(c3ccccc3)CC2)cc1 | 17 | 6.0 | 14 | 34 | -1 | 0 | -6 | 1 | 17
CC(=O)Nc1ccc(Nc2nc(-c3sc(NC(C)=O)nc3C)cs2)cc1 | 17 | 0.3 | -8 | 0 | -1 | -1 | -3 | 13 | -8
S=C1NCN(Cc2cccnc2)CN1Cc1ccccc1 | -5 | -0.3 | -15 | -14 | -2 | 0 | -1 | 5 | 1
O=C(NCCCO)c1cc([N+](=O)[O-])cc2c1C=Cc1ccccc1O2 | 7 | 0.6 | 10 | 3 | 2 | -1 | -4 | -8 | 0
COCCNS(=O)(=O)c1cc(C)c(C)cc1C | -14 | -1.2 | -8 | 2 | -4 | -5 | -1 | -6 | -15
COc1ccc(NC(=O)CCCn2c(=O)oc3ccccc32)cc1Cl | 29 | 5.1 | 7 | 0 | -2 | -6 | 2 | 4 | 20
CCC/C=N/NC(=O)c1cc(-c2ccccc2)nc2ccccc12 | 4 | -2.0 | 11 | 38 | 2 | 0 | -1 | -37 | 15
COc1cc(C(=O)N/N=C/c2ccc(OC(=O)c3cccc(C)c3)c(OC)c2)ccc1O | 11 | 0.2 | 1 | 19 | 16 | 5 | -7 | -3 | 23
CCCCCCCCn1cnc2c(N)c(C)c(C)cc21 | 24 | 2.9 | 30 | 19 | -9 | 2 | -4 | 5 | 31
COCCN(C(=O)CSc1nnc(-c2ccc(Cl)cc2)o1)c1c(N)n(CC(C)C)c(=O)[nH]c1=O | 12 | -1.3 | 8 | 4 | -6 | -2 | 3 | 7 | -10
C=CCn1c(SCC(=O)NC(=O)NC)nnc1C1CCCCC1 | -3 | 1.0 | -10 | 12 | -4 | -2 | 0 | 12 | -3
O=C(N/C(=C/c1ccco1)C(=O)N1CCCCCC1)c1ccccc1 | 2 | 0.4 | 0 | 29 | 0 | 1 | 0 | 7 | 18
Cc1cccc(N2CCN(C(=O)CCCSc3nc4ccccc4[nH]3)CC2)c1C | 24 | -0.3 | 1 | 45 | 2 | -3 | -5 | 3 | 16
CC(=O)C(C(C)=O)C1(O)C(=O)c2ccccc2C1=O | 0 | 0.3 | -10 | -1 | -4 | -6 | -2 | 14 | -15
O=c1oc(-c2cccnc2)nc2ccccc12 | 0 | 1.8 | 7 | 21 | -2 | 0 | -3 | -7 | 6
COc1ccc(C(=O)N2CCC(O)(c3ccc(Cl)cc3)CC2)cc1OC | 13 | 1.7 | -2 | 14 | 3 | -1 | -2 | -15 | -5
CCOC(=O)C1=CN(Cc2cccc(F)c2)S(=O)(=O)N(C)C1CCc1ccccc1 (centres undefined) | . | -0.4 | -3 | 27 | . | 1 | . | . | 21
Cc1cccc(-n2c(=S)[nH]c3sc4c(c3c2=O)CCc2ccccc2-4)c1 | 18 | 0.2 | 29 | 21 | -1 | -5 | -5 | -26 | 23
COc1cccc(/C=C2\SC(=S)N(CCCC(=O)NC3=NCCS3)C2=O)c1 | 13 | 0.1 | 0 | 3 | 1 | -1 | 0 | 13 | 10
CC(=O)Nc1ccc(NC(=O)CSc2nc3c([nH]c4ccccc43)c(=O)n2-c2ccccc2F)cc1 | 11 | 0.2 | 11 | 1 | -9 | -2 | -7 | -13 | 1
C[C@H]1CN([C@@H](C)CO)C(=O)c2cccc(NS(=O)(=O)c3ccc(F)cc3)c2O[C@H]1CN(C)Cc1ccc(Cl)c(Cl)c1 | 1 | -1.8 | 1 | 4 | -1 | -9 | -6 | 8 | 3
Cc1ccc(C(=O)N2CCCC(Nc3cccc(F)c3)C2)cc1N1CCNC1=O (centres undefined) | 8 | -0.5 | -2 | 0 | -3 | 0 | 1 | -25 | 5
O=C(NNC(=O)c1ccccc1F)c1cccs1 | 16 | 1.9 | 12 | -2 | -2 | -1 | 1 | 10 | -24
COc1ccc(NS(=O)(=O)c2ccc(C(=O)N3CCN(Cc4ccccc4)CC3)cc2)cc1 | 5 | 3.6 | 7 | 13 | -3 | -1 | -2 | 1 | -4
CCOc1ccccc1-n1c(SCC(=O)NC(C)(C)C)nnc1-c1ccoc1C | 7 | 2.5 | 30 | 4 | -3 | -1 | -1 | 4 | 29
Cc1nc(-c2ccccc2)cs1 | 20 | 0.5 | 0 | -13 | 0 | 3 | 2 | 8 | -37
Cc1ccc(CNC(=O)CCS(=O)(=O)c2cc(Br)cc3c2N(C(=O)C2CC2)CC3)o1 | 21 | 0.0 | 1 | 11 | 4 | -2 | -3 | 14 | 17
Nc1nc(Nc2cccc(F)c2)nc(NCc2ccco2)c1[N+](=O)[O-] | 6 | 10 | 31 | 13 | -3 | 1 | -3 | 5 | 11
O=C(CSCc1ccccc1)N1CCc2ccccc21 | 23 | -4.9 | 9 | 30 | 2 | 3 | 2 | -2 | 28
CN1CCN(C(CNC(=O)C(=O)NC2CCCCC2)c2ccc(F)cc2)CC1 (centres undefined) | 10 | 0.7 | 11 | 11 | 9 | 1 | 4 | 23 | 5
CCCOC(=O)CSc1nc(N2CCOCC2)c2c(c1C#N)CC(C)(C)OC2 | 15 | -0.8 | 15 | 34 | -2 | 1 | -4 | 14 | 13
CCn1cc(/C=N\NC(=O)C2(C)CC2(Cl)Cl)c(C)n1 (centres undefined) | 3 | -0.2 | -1 | 14 | 0 | -3 | 2 | 9 | 21
CCc1cc(C(=O)NNC(=O)CCl)sc1C | 25 | 1.0 | 2 | 12 | -2 | 1 | -3 | 10 | -10
O=C(COC(=O)c1cccs1)Nc1ccccc1[N+](=O)[O-] | -2 | -3.2 | -4 | 6 | -1 | 1 | -3 | -18 | -5
O=C(Nc1cccc(O)c1)C1CC(c2cccc(Br)c2)=NO1 (centres undefined) | 16 | -0.6 | -5 | 17 | 0 | -4 | -3 | 8 | -20
COCc1cc(=O)[nH]c(=S)[nH]1 | -5 | -0.1 | 2 | -10 | 1 | 2 | -1 | 11 | 7
Cc1ccc(N2CCN(CCCCN3C(=O)C4CCCN4C3=O)CC2)cc1 (centres undefined) | 6 | 2.3 | -7 | -2 | 1 | -1 | 1 | -3 | 9
O=C1C=C(c2ccc(-c3ccccc3)cc2)C[C@@H](c2ccc(Cl)cc2)C1 | -4 | 1.5 | -4 | 17 | -1 | 1 | -2 | 1 | 1
Cc1noc(NS(=O)(=O)c2ccc(NC(=O)CCCOc3ccc(Cl)cc3Cl)cc2)c1C | -10 | 8.7 | 1 | 6 | -4 | 10 | 3 | 4 | 21
O=C(NCc1ccc(N2CCCC2=O)cc1)Nc1ccccc1 | 11 | -0.3 | 6 | -4 | -1 | 0 | -1 | 15 | -10
COC(=O)C1=C(C(=O)OC)[C@@H]2N(C)c3ccccc3[C@@]23C[C@@H](CO)N(C(=O)NCCBr)C3=N1 | 0 | 1.7 | 7 | -6 | -2 | 1 | -5 | 3 | -4
O=c1[nH][nH]c2cc(=O)n(-c3ccc(Cl)cc3)nc12 | 13 | -4.1 | 21 | -2 | -4 | -2 | -2 | 1 | 1
COc1ccc2c(c1)CCc1cn3nc(C)cc3nc1-2 | 7 | 0.9 | 14 | 37 | -2 | 1 | -2 | -53 | 28
O=C(C1CCCN(S(=O)(=O)c2cccc3nonc23)C1)N1CCN(c2ccccc2)CC1 (centres undefined) | 29 | 0.6 | -20 | -3 | 0 | -2 | -4 | 13 | 22
O=C(COC(=O)CCC(=O)c1ccc(F)cc1)Nc1ccc2[nH]c(=O)[nH]c2c1 | 11 | 0.1 | -30 | -37 | -6 | -1 | -2 | -31 | -23
Oc1oc(-c2ccccc2)nc1C=NCc1ccncc1 | 13 | -0.2 | -20 | 19 | 1 | -2 | -4 | -5 | -1

Ten of these compounds in another layout:
Second line of a record: NLRP3 yeast inh	MPTP inh	TIM10 inh	tim23-1 inh	APJ ag	GRIN3A LBD mod	MIN6 prolif	APJ antag	tim10-1 inh
> Cc1ccc(C(=O)N2CCCC(Nc3cccc(F)c3)C2)cc1N1CCNC1=O (centres undefined)
    8	-0.5	-2	0	-3	0	1	-25	5
> O=C(NNC(=O)c1ccccc1F)c1cccs1
    16	1.9	12	-2	-2	-1	1	10	-24
> COc1ccc(NS(=O)(=O)c2ccc(C(=O)N3CCN(Cc4ccccc4)CC3)cc2)cc1
    5	3.6	7	13	-3	-1	-2	1	-4
> CCOc1ccccc1-n1c(SCC(=O)NC(C)(C)C)nnc1-c1ccoc1C
    7	2.5	30	4	-3	-1	-1	4	29
> Cc1nc(-c2ccccc2)cs1
    20	0.5	0	-13	0	3	2	8	-37
> Cc1ccc(CNC(=O)CCS(=O)(=O)c2cc(Br)cc3c2N(C(=O)C2CC2)CC3)o1
    21	0.0	1	11	4	-2	-3	14	17
> Nc1nc(Nc2cccc(F)c2)nc(NCc2ccco2)c1[N+](=O)[O-]
    6	10	31	13	-3	1	-3	5	11
> O=C(CSCc1ccccc1)N1CCc2ccccc21
    23	-4.9	9	30	2	3	2	-2	28
> CN1CCN(C(CNC(=O)C(=O)NC2CCCCC2)c2ccc(F)cc2)CC1 (centres undefined)
    10	0.7	11	11	9	1	4	23	5
> CCCOC(=O)CSc1nc(N2CCOCC2)c2c(c1C#N)CC(C)(C)OC2
    15	-0.8	15	34	-2	1	-4	14	13
